Anesthetic bind – binds horse apoferritin like a general anesthetic; Potency, µM (titrated, usually from 77.5 µM), without a hit: top-dose activity change, negative = displacement, usual class: inhibitors; AID 485281; apoferritin/1-aminoanthracene competitive binding, fluorescence; 350,000 compounds, 0.074% hits; P02791; also: % is scaled to controls: 0 for no effect and ±100 for the full control effect; nearly all actives have a fitted effect of over 20% in size
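Horse-spleen apoferritin (10 uM) in 50% saturated 1-aminoanthracene in PBS was incubated 10 min at room temperature with compound. Fluorescence (ex 380, em 535 nm) was normalized to free and bound 1-AMA, with concentration-response fitted by a four-parameter Hill equation.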
APE1 inh – blocks human APE1 abasic DNA cleavage; P27695; recombinant APE1, TAMRA/BHQ-2 abasic DNA cleavage fluorescence; Potency, µM (titrated, usually from 65.8 µM), for inactives: at the top dose activity change, negative = inhibition, usual class: inhibitors; 350,000 compounds, 0.35% hits; AID 2517;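 also: plate controls were vehicle for no effect and reference inhibitor for full effect; nearly all actives have a fitted effect of over 55% in size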
Target sequence (P27695 whole entry, looked up): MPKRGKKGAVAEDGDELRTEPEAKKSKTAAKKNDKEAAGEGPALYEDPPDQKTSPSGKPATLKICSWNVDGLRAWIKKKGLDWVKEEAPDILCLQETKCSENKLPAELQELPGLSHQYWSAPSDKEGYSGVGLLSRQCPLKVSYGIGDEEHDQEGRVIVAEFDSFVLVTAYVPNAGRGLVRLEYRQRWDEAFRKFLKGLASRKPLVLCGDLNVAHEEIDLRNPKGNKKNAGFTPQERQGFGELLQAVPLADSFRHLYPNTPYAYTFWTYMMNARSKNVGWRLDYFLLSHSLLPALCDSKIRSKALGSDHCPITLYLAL
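Measures dequenching upon AP-site incision of a 5'-TAMRA/3'-BHQ-2 THF-containing duplex, 50 nM; human APE1 0.75 nM after 15 min room-temperature exposure to compound; kinetic three-point read at one-minute spacing.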
POLB inh – DNA polymerase beta (human) inhibition; Pol beta primer extension/strand displacement, fluorescence kinetic; Potency, µM (titrated, usually from 114 µM), without a hit: top-dose activity change, negative = inhibition, usual class: inhibitors; 340,000 compounds, 1.3% hits; also: % is scaled to controls: 0 for no effect and ±100 for the full control effect
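Preincubation: enzyme (10 nM) with compound, 15 min, RT. Reaction: substrate added to 50 nM final. Reads: 0 and 10 min. Analysis: normalized, Hill fit.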
POLH inh – inhibitors of human DNA polymerase eta; Q9Y253; recombinant Pol eta, fluorescent DNA replication assay; Potency, µM (titrated, usually from 114 µM), without a hit: top-dose activity change, negative = inhibition, hits mostly inhibitors; 390,000 compounds, 1.2% hits; AID 588591; also: % is scaled to controls: 0 for no effect and ±100 for the full control effect
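Pol eta at 10 nM preincubated with compounds 15 min at room temperature; reaction started with fluorescent substrate (50 nM final) and read kinetically at 0 and 10 min.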
G9a inh – inhibitors of human histone lysine methyltransferase G9a | Q96KQ7 | G9a H3K9 monomethylation, AlphaScreen, 2 h | Potency, µM (series often up to 102 µM), without a hit: top-dose activity, negative = inhibition, actives largely listed as inhibitors | 350,000 compounds, 8.8% hits | AID 504332; also: % is scaled to controls: 0 for no effect and ±100 for the full control effect; nearly all actives have a fitted effect of over 75% in size
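Chemiluminescent proximity detection of H3K9 monomethylation, read after 10 min bead incubation in the dark. Reaction: 20 nM G9a, 500 nM biotin-H3K9 peptide, 20 uM SAM cofactor, 2 h, room temperature, following 15 min enzyme-compound preincubation.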
POLI inh – inhibitors of human DNA polymerase iota; 390,000 compounds, 1% hits; Potency, µM (series often up to 115 µM), for inactives: at the highest dose activity, negative = inhibition, usual class: inhibitors; Q9UNA4; AID 588590; Pol iota fluorescent replication assay, 10 min
Target sequence (Q9UNA4 whole entry, looked up): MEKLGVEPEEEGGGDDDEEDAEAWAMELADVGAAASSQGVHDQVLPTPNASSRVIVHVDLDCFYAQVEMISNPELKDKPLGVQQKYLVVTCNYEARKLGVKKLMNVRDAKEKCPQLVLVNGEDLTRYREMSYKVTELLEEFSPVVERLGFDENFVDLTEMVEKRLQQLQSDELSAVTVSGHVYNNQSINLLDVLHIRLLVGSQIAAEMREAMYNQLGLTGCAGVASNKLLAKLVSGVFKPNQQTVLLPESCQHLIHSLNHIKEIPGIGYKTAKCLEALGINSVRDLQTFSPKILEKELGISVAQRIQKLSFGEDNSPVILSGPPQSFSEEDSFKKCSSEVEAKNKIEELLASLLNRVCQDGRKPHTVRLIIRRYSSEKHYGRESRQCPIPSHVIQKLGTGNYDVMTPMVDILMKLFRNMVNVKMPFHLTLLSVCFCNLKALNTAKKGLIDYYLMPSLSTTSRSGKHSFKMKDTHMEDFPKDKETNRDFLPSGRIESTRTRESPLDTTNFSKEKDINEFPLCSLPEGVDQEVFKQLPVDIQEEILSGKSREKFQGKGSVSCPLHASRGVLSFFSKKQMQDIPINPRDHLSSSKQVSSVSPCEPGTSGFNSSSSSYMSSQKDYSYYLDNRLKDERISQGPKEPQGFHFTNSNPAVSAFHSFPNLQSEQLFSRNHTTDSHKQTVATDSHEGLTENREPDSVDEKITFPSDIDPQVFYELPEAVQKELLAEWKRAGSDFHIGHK
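Pol iota at 10 nM preincubated 15 min with compounds at room temperature; reaction started with fluorescent substrate, 50 nM final. Fluorescence read kinetically at 0 and 10 min; buffer-only wells as negative control.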
Pol kappa inh – inhibitors of human DNA polymerase kappa; 400,000 compounds, 0.53% hits; AID 588579; purified Pol kappa, fluorescent DNA synthesis assay, 10 min; Potency, µM (series often up to 107 µM), for inactives: at the top dose activity, negative = inhibition, most hits filed as inhibitors; Q9UBT6; also: % is scaled to controls: 0 for no effect and ±100 for the full control effect
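Pol kappa 10 nM + cpd, 15 min RT; start w/ substrate 50 nM final; fluorescence kinetic read, 0 and 10 min. Neg ctrl: buffer, no enzyme.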
BLM helicase inh – Bloom syndrome helicase (human) inhibition; recombinant BLM DNA unwinding, fluorescence dequenching; Potency, µM (highest dose often 56.1 µM), without a hit: at the highest dose activity change, negative = inhibition, actives largely listed as inhibitors; 350,000 compounds, 0.2% hits;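 also: plate controls were vehicle for no effect and no enzyme for full effect; nearly all actives have a fitted effect of over 35% in size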
BAZ2B inh – inhibitors of human BAZ2B bromodomain; Q9UIF8; AlphaScreen BAZ2B-H3K14Ac peptide displacement; Potency, µM (highest dose often 114 µM), without a hit: top-dose activity change, negative = inhibition, hits mostly inhibitors; 360,000 compounds, 4.4% hits; AID 504333; also: % is scaled to controls: 0 for no effect and ±100 for the full control effect; nearly all actives have a fitted effect of over 60% in size
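Multi-concentration screen (max 110 uM) measuring displacement of acetylated histone H3 peptide from BAZ2B by AlphaScreen, using 50 nM protein, 50 nM peptide and 10 ug/mL streptavidin donor plus Ni-chelate acceptor beads.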
Active calls of the source: *; ? = inconclusive; . = no result given; & = joins results of further samples; [ ] = another dose, or the depositor's remark. Calls follow the shape of the dose curve; as a rule, active = well fitted curve in the direction sought with a large enough effect; inconclusive = small, poorly fitted or top-dose-only effect, or another doubt; inactive = no such curve, though single readings can be large; an effect the other way counts as inactive or inconclusive. Potency is read from the fitted curve at half-maximal effect. A portion of the library (hit frequency here may not be typical).

#1 CNC(=O)c1c(NC(=O)c2ccc(S(=O)(=O)N3CCCCC3C)cc2)sc2c1CCC2 (stereo not drawn)
#2 Cc1cccc(NC(=O)NC(C)CCc2ccccc2)c1 (stereo not drawn)
#3 Cc1ccc(C(=O)N2CCc3ccccc32)cc1
#4 O=[N+]([O-])/C(C(Cl)=C(Cl)Cl)=C(\Sc1ccccc1)N1CCCCC1
#5 Cc1ccc(C)n1C(Cc1ccccc1)C(=O)O (stereo not drawn)
#6 CC(Oc1ccc(Br)cc1)C(=O)NCc1ccccn1 (stereo not drawn)
#7 CCc1ccc(CNC(=O)C2CCCN(c3nn4cc(-c5ccc(F)cc5)nc4s3)C2)cc1 (stereo not drawn)
#8 Cc1c(C=O)c2ccccc2n1CC(=O)NC(C)c1ccccc1 (stereo not drawn)

compound no.	1	2	3	4	5	6	7	8
Anesthetic bind	-8%	-12%	-12%	-10%	-9%	-13%	-3%	-10%
APE1 inh	.	-4%	4%	3%	?	0%	.	0%
POLB inh	22%	2%	15%	5%	10µM*	31%	-24%	8%
POLH inh	-2%	-15%	-4%	7%	.	6%	-4%	-7%
G9a inh	5%[59 µM]	42%[activator][59 µM]	15%[59 µM]	40µM*	35µM*	0%	-26%[59 µM]	-6%[59 µM]
POLI inh	1%	8%	-7%	?	.	-1%	1%	-7%
Pol kappa inh	2%[60.1 µM]	0%	-22%	-11%	.	-7%	-9%	-21%
BLM helicase inh	-9%	-2%	0%	-3%	?	-1%	-10%	-14%
BAZ2B inh	1%	-5%	8%	?	40µM*	1%	0%	-12%

2 entries from above, field by field.
(6) CC(Oc1ccc(Br)cc1)C(=O)NCc1ccccn1 (stereo not drawn)
  Anesthetic bind = -13%; APE1 inh = 0%; POLB inh = 31%; POLH inh = 6%; G9a inh = 0%; POLI inh = -1%; Pol kappa inh = -7%; BLM helicase inh = -1%; BAZ2B inh = 1%
(1) CNC(=O)c1c(NC(=O)c2ccc(S(=O)(=O)N3CCCCC3C)cc2)sc2c1CCC2 (stereo not drawn)
  Anesthetic bind = -8%; APE1 inh = .; POLB inh = 22%; POLH inh = -2%; G9a inh = 5%[59 µM]; POLI inh = 1%; Pol kappa inh = 2%[60.1 µM]; BLM helicase inh = -9%; BAZ2B inh = 1%

Further structures follow:
#9 COc1ccc(C(=O)N/N=C\c2ccc(OC)c(COc3ccccc3Br)c2)c(OC)c1
#10 Cc1ccccc1C(=O)N1CCC(n2nccc2NC(=O)CCOc2ccccc2)CC1
#11 COc1cc(CNCc2ccco2)ccc1OCc1ccccc1
#12 COc1cc(C2C3=C(CC(C)(C)CC3=O)N(C)C3=C2C(=O)CC(C)(C)C3)ccc1O
#13 Cc1ccccc1NC(=O)CSc1nnc(C)c2ccccc12
#14 CC1=Nc2ccccc2N=C(NC(=O)CSC(=S)N2CCN(C)CC2)C1c1ccccc1 (stereo not drawn)
#15 CC(=O)N(c1ccccc1)c1ccc([N+](=O)[O-])cc1[N+](=O)[O-]
#16 CC(OC(=O)c1nsc(Cl)c1Cl)C(=O)NCc1ccc2c(c1)OCO2 (stereo not drawn)

compound no.	9	10	11	12	13	14	15	16
Anesthetic bind	-3%	-4%	?	-18%	2%	-14%	-12%	-18%
APE1 inh	26%	5%	11%	-20%	-2%	3%	21%	4%
POLB inh	28%	8%	31%	-9%	10%	3%	23%	18%
POLH inh	-10%	-7%	11%	-11%	-11%	-8%	7%	-9%
G9a inh	15%	.	35µM*	.	16%	-34%	4%[59 µM]	43%[0.501 µM]
POLI inh	-13%	2%	-24%	20%	91%[activator]	87%[activator]	?	14%
Pol kappa inh	10%	-19%	-7%	-12%	0%	-8%	1%	-3%
BLM helicase inh	-10%	-8%	-1%	1%	0%	1%	-6%	0%
BAZ2B inh	-16%	-3%	?	-2%	1%	-28%	?	-7%

Copied from the list.
compound 9 in BAZ2B inh is entered as -16%
compound 13 in BAZ2B inh is entered as 1%
compound 12 in Anesthetic bind is entered as -18%

(listing goes on)
#17 Cc1c(NC(=O)C(C)C)cccc1-c1nc2ncccc2o1
#18 O=C(NCC1CCCO1)c1ccc(S(=O)(=O)Nc2ccc(F)cc2)cc1 (stereo not drawn)
#19 COc1ccc(-c2cn3c(n2)sc2cc(C(=O)Nc4ccc(C)c(C)c4)ccc23)cc1
#20 O=C(O)c1ccc(-n2cc(C(=O)c3ccccc3O)cn2)cc1
#21 C=CCC[C@H](Cc1ccc(F)cc1)C(=O)OC[C@@H](Cc1c[nH]c2ccccc12)NC(=O)[C@H](CC=C)CC(=O)N(CCO)Cc1ccccc1
#22 CC(C)N(C(=O)CSc1nc2ccccc2n1Cc1ccccc1F)C(C)C
#23 NS(=O)(=O)c1ccc(CCNC(=O)CC(NC(=O)c2ccccc2Cl)c2ccccc2)cc1 (stereo not drawn)
#24 COc1cccc(N2CCN(CC(=O)C34CC5CC(CC(C5)C3)C4)CC2)c1

compound no.	17	18	19	20	21	22	23	24
Anesthetic bind	-2%	.	?	36%[activator]	.	-17%	-6%	?
APE1 inh	10%	53%	.	-12%	-15%	3%	0%	-1%
POLB inh	0%	.	1%	-1%	.	2%	3%	-1%
POLH inh	-1%	-14%	-10%	-9%	-22%	-13%	-12%	-11%
G9a inh	-7%	-39%	-2%[59 µM]	47%[0.501 µM]	.	-2%[59 µM]	21%[59 µM]	-23%
POLI inh	24%	19%	2%	6%	?	1%	2%	15%
Pol kappa inh	16%	2%	-2%	-29%	-2%	-19%	-10%	1%
BLM helicase inh	0%	.	-6%	1%	.	-4%	-11%	-1%
BAZ2B inh	-13%	0%	3%	-9%	.	1%	-10%	?

#25 CCN(C[C@H]1N[C@@](C)(C(=O)OC)[C@H]2C(=O)N(Cc3ccccc3)C(=O)[C@@H]12)C(=O)Nc1ccc(OC)cc1
#26 O=C(CSc1nnnn1-c1cccnc1)Nc1ccccc1F
#27 O=C(COc1ccc(Br)cc1CNCCc1ccccc1)NCc1ccccc1
#28 O=C(CS(=O)(=O)c1ccccc1)Nc1ccc(Br)cn1
#29 COc1ccc2c(c1)[nH]c1c(=O)n(/N=C/c3ccc(OC)c(COc4ccccn4)c3)cnc12
#30 O=C(/C=C/c1ccccc1)NNC(=O)c1cccs1
#31 CCCSc1nsc(NC(=O)c2cccnc2OCC)n1
#32 Cc1cccc(Nc2ccc([N+](=O)[O-])cc2C(=O)O)c1

compound no.	25	26	27	28	29	30	31	32
Anesthetic bind	.	-5%	?	-6%	-5%	-3%	?	?
APE1 inh	10%	13%	6%	1%	13%	8%	0%	-1%
POLB inh	.	?	2%	11%	24%	-12%	-4%	-1%
POLH inh	-3%	-7%	-1%	-6%	-14%	-23%	0%	3%
G9a inh	.	5%	-34%	6%[59 µM]	9%	.	264%[activator]	1.4µM*
POLI inh	30%	-12%	7%	3%	105%[activator]	169%[activator]	1%	-3%
Pol kappa inh	16%	1%	-1%	-8%	-9%	5%	-12%	-17%
BLM helicase inh	.	-1%	2%	5%	5%	1%	-7%	-5%
BAZ2B inh	.	-12%	?	5%	4%	-11%	188%[activator]	50µM*

Records listed so far marked active in G9a inh.
item	smiles	APE1 inh	POLH inh	G9a inh	POLI inh	Pol kappa inh	BLM helicase inh	BAZ2B inh
4	O=[N+]([O-])/C(C(Cl)=C(Cl)Cl)=C(\Sc1ccccc1)N1CCCCC1	3%	7%	40µM*	?	-11%	-3%	?
5	Cc1ccc(C)n1C(Cc1ccccc1)C(=O)O (stereo not drawn)	?	.	35µM*	.	.	?	40µM*
11	COc1cc(CNCc2ccco2)ccc1OCc1ccccc1	11%	11%	35µM*	-24%	-7%	-1%	?
32	Cc1cccc(Nc2ccc([N+](=O)[O-])cc2C(=O)O)c1	-1%	3%	1.4µM*	-3%	-17%	-5%	50µM*

Carrying on:
#33 Cc1[nH]c(C)c(Cl)c(=O)c1Cl
#34 O=C(CCc1c[nH]c2ccccc12)Nc1ccc(S(=O)(=O)Nc2ncccn2)cc1
#35 CC1(C)Cc2ccccc2/C(=C/C(=O)c2ccccc2)N1
#36 Clc1ccc(-n2ncc3c(NCc4ccccn4)ncnc32)cc1
#37 C[C@@H]1COC(=O)[C@H](Cc2ccc(F)cc2)CC/C=C/C[C@@H](CC(=O)N[C@H](CO)Cc2ccccc2)C(=O)N1
#38 COc1ccc(OC)c(S(=O)(=O)NCCS(=O)(=O)N2CCN(c3ccccc3)CC2)c1
#39 O=C(Nc1ccc(O)c(-c2nc3ccccc3o2)c1)c1sc2ccccc2c1Cl
#40 CCOC(=O)C1(Cc2ccccc2C(F)(F)F)CCN(C2CCSC2)CC1 (stereo not drawn)
#41 Cc1cccc(C(=O)OCC(=O)N2CCCCCC2)c1C
#42 CCN(CC)S(=O)(=O)c1ccc2oc(SCC3CN=C(c4ccc(OC)cc4)S3)nc2c1 (stereo not drawn)

compound no.	33	34	35	36	37	38	39	40	41	42
Anesthetic bind	1%	-5%	?	?	.	-4%&0%	242%[activator]	-7%	.	-14%
APE1 inh	-4%	-7%	19%	-6%	-19%	14%	.	-1%	25%	-3%
POLB inh	.	9%	-16%	-16%	.	9%&18%	2%	-16%	.	33%
POLH inh	.	-18%	-12%	-8%	-22%	-13%&-14%	-1%	-13%	-14%	1%
G9a inh	-7%[2.33 µM]	?	?	4%[59 µM]	.	-5%	-2%[59 µM]	-33%	.	?
POLI inh	.	128%[activator]	-13%	18%	24%	30%&-14%	-7%	56%[activator]	25%	9%
Pol kappa inh	1%[60.1 µM]	-1%	-6%	-4%	1%	6%	-17%	0%	-1%	-11%
BLM helicase inh	-4%	-2%	-12%	-7%	.	-2%&-5%	-8%	-6%	.	-10%
BAZ2B inh	.	-26%	?	-20%	.	-19%&-9%	?	-32%	.	.

Bioassay records from PubChem BioAssay.
